Compound activity (PubChem)
NPC1 promoter act = activators of NPC1 promoter. Huh7 NPC1 promoter luciferase reporter, 24 h. Potency, µM (doses to about 9.22 µM), without a hit: at the top dose activation, usual class: activators. actives 2.4% (n = 320,000). AID 485313;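 also: potency is read from the fitted curve at half-maximal effect; % of control where 0% means no effect; nearly all actives have a fitted effect of over 60% in size; reporter is driven by a mutant NPC1 promoter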
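In 1536-well qHTS, Huh7 cells harboring an NPC1 promoter–luciferase construct received compound for 24 h; activation was quantified by luminescence following luciferase reagent addition.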
RORgamma inh = ROR gamma (mouse) transcription inhibition; Potency, µM (titrated, usually from 53.6 µM), without a hit: at the top dose activity change, negative = inhibition, usual class: inhibitors; P51450; actives 5.4% (n = 310,000); AID 2551; Drosophila S2 Gal4-RORgamma UAS-luciferase reporter, 20 h; also: potency is read from the fitted curve at half-maximal effect; % is scaled to controls: 0 for no effect and ±100 for the full control effect; nearly all actives have a fitted effect of over 60% in size
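A Gal4/UAS one-hybrid system in insect cells: metallothionein-promoter Gal4–ROR gamma fusion plus Photinus luciferase reporter. Copper sulfate 700 uM final, 20 hr ambient incubation, luminescent detection after 10 min with reagent.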
Rab9 prom act = Rab9 promoter activation. AID 485297. actives 2.8% (n = 320,000). Potency, µM (series often up to 9.22 µM), for the others: at the highest dose activation, negative = inhibition, actives largely listed as activators. Huh7 Rab9 promoter-luciferase reporter, luminescence, 24 h; also: potency is read from the fitted curve at half-maximal effect; % of control where 0% means no effect; nearly all actives have a fitted effect of over 60% in size
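Luminescence read-out: Huh7 cells stably expressing Rab9-luciferase, treated 24 h with compound at 37 °C, then lysed with luciferase reagent for 10 min at ambient before reading.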
MBNL1 CUG block = blocks human MBNL1 binding to CUG repeat RNA; Potency, µM (highest dose often 57.5 µM), without a hit: top-dose activity change, negative = inhibition, usual class: inhibitors; AID 2675; Q9NR56; TR-FRET MBNL1-His/biotin-(CUG)12 binding, 665/545 ratio; actives 0.036% (n = 280,000); active = well fitted inhibition curve with a large enough effect in the signal ratio, with a control signal flat, not every such curve was filed as active; inconclusive = small, poorly fitted or top-dose-only effect, or effect the other way, or a change in a side signal; inactive = no such curve, though single readings can be large or run the other way; the % refers to the signal ratio; also: potency is read from the fitted curve at half-maximal effect; % is scaled to controls: 0 for no effect and ±100 for the full control effect
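Inhibition of protein-RNA binding appears as loss of TR-FRET between terbium anti-His antibody on MBNL1-His and streptavidin-XL665 on biotin-(CUG)12. Activity is normalized to buffer-only and uninhibited-complex controls.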
VP16 counter = inhibits Gal4-VP16 luciferase reporter, ROR gamma counter-screen; Potency, µM (top dose mostly 53.6 µM), inactives show at the highest dose activity, negative = inhibition, most hits filed as inhibitors; actives 3.5% (n = 310,000); AID 2546; Drosophila S2 Gal4-VP16 UAS-luciferase, luminescence, 20 h;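 also: Gal4-VP16 expression switched on by copper sulfate through the metallothionein promoter; potency is read from the fitted curve at half-maximal effect; % is scaled to controls: 0 for no effect and ±100 for the full control effect; nearly all actives have a fitted effect of over 50% in size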
FLuc counter = inhibits or activates purified firefly luciferase, miR-21 counter-screen | Potency, µM (doses to about 57.5 µM), inactives show top-dose activity change, negative = inhibition, hits mostly inhibitors | actives 6.9% (n = 360,000) | purified FLuc, Km substrates, luminescence inhibition | P08659;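 also: potency is read from the fitted curve at half-maximal effect; plate controls were vehicle for no effect and reference inhibitor for full effect; nearly all actives have a fitted effect of over 55% in size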
Target sequence (P08659 whole entry, looked up): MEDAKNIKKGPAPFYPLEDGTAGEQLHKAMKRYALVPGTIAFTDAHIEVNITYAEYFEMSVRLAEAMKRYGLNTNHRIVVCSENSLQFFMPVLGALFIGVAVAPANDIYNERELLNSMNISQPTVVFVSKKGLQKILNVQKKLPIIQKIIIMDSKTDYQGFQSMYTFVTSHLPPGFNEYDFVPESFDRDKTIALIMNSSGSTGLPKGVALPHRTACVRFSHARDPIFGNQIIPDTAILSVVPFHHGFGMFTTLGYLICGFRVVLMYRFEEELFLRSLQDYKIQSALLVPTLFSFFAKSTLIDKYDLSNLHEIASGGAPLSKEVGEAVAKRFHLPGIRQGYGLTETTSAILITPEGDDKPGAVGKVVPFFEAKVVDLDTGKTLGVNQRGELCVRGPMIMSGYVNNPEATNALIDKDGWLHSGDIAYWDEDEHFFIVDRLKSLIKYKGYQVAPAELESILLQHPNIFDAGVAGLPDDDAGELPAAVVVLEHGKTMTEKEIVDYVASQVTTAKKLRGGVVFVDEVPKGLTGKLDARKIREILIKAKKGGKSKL
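Purified P. pyralis luciferase, 10 nM final, with Km-level 10 uM D-luciferin and 10 uM ATP in 50 mM Tris acetate pH 7.5, 10 mM Mg acetate, 0.01% Tween-20, 0.05% BSA; 6-point qHTS titration about 60 µM downward; luminescence read.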
Mito fusion yeast = blocks mitochondrial division or promotes mitochondrial fusion; S. cerevisiae fusion-defective mutant growth rescue, CellTiterGlo 48 h; Potency, µM (top dose mostly 46.1 µM), without a hit: at the highest dose growth rescue (activation), actives largely listed as activators; actives 0.23% (n = 320,000); AID 485298;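 also: potency is read from the fitted curve at half-maximal effect; % of control where 0% means no effect; nearly all actives have a fitted effect of over 45% in size; temperature-sensitive fusion mutants such as fzo1-1 at 37 °C on non-fermentable ethanol glycerol medium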
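Luminescent cell viability in 1536-well qHTS format served as the measure of rescued growth in ts fusion-mutant S. cerevisiae cultured on non-fermentable YPEG for 48 hours at 37C.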
KCNH2 3.1 inh = inhibitors of human KCNH2 3.1 potassium channel isoform; actives 0.95% (n = 340,000); activity change, % (tested at about 1.8 µM); U2OS KCNH2 3.1, thallium flux FluxOr; stronger effect = lower value;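 active = maximum activity change below -70%; inconclusive = maximum activity change from -70% to -50%; inactive = maximum activity change above -50%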;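 also: thallium influx rate constant from kinetic fluorescence after stimulation buffer; % is scaled to controls: 0 for no effect and ±100 for the full control effect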
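Thallium flux read-out: FluxOr dye with Red40 quencher in HBSS/HEPES, 45 min at RT. Rate constants from kinetic reads were normalized to positive and negative DMSO controls. Cells: U2OS virally expressing the 3.1 isoform.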
PKM2 act = activators of human pyruvate kinase M2; P14618; purified PKM2, Kinase-Glo ATP luminescence, activation; response scale: 0% is enzyme alone, no compound; Potency, µM (titrated, usually from 57.5 µM), without a hit: top-dose activation, most hits filed as activators; actives 0.34% (n = 260,000); AID 1631; also: potency is read from the fitted curve at half-maximal effect; % is scaled to controls: 0 for no effect and ±100 for the full control effect; nearly all actives have a fitted effect of over 55% in size
Target sequence (P14618 whole entry, looked up): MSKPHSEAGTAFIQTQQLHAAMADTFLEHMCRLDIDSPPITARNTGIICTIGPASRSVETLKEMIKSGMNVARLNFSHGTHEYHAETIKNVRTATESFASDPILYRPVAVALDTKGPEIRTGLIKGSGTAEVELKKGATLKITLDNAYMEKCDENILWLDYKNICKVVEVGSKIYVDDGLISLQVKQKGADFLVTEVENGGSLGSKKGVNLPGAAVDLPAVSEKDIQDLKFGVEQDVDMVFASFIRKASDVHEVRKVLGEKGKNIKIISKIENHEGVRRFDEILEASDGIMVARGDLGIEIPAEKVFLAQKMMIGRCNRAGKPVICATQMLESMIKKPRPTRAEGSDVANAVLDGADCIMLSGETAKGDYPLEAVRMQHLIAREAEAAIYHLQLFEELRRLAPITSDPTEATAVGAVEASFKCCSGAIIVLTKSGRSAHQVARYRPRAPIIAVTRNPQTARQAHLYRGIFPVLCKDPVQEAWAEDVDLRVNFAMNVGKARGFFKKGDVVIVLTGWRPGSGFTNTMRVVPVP
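Kinase-Glo luminescence reports ATP generated from ADP (0.1 mM) and PEP (0.5 mM) by purified hPK-M2 after 1 h at room temperature, pH 7.2 imidazole buffer; intermediate enzyme activity allows detecting inhibitors and activators.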
Menin-MLL TR inh = displaces Texas Red mutant MLL peptide from human menin; Menin + Texas Red MLL mutant peptide, fluorescence polarization; Potency, µM (highest dose often 61.6 µM), without a hit: at the highest dose FP activity change, negative = inhibition, hits mostly inhibitors; actives 0.23% (n = 270,000); AID 1768; active = well fitted inhibition curve with a large enough effect in the polarisation, with a control signal flat, not every such curve was filed as active; inconclusive = small, poorly fitted or top-dose-only effect, or effect the other way, or a change in a side signal; inactive = no such curve, though single readings can be large or run the other way; the % refers to the polarisation; also: potency is read from the fitted curve at half-maximal effect; % of control where 0% means no effect; many of its hits are not listed in these tables
ELG1 DNA repair = blocks ELG1-dependent DNA repair in HEK293T cells | HEK293T ELG1-luciferase reporter, luminescence, 16 h; DNA damage induced by 5-fluorouridine | Potency, µM (highest dose often 46.1 µM), for inactives: top-dose activity change, negative = inhibition, usual class: inhibitors | actives 2.3% (n = 330,000); also: potency is read from the fitted curve at half-maximal effect; % is scaled to controls: 0 for no effect and ±100 for the full control effect; nearly all actives have a fitted effect of over 55% in size
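HEK293T cells expressing luciferase-tagged ELG1 (2,000/well) received 5-Fluorouridine plus compound or DMSO for 16 hr at 37 °C. Luciferase was read by ONE-Glo luminescence after 30 min at room temperature.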
An asterisk follows results filed as active; ? = inconclusive; . = no result given; [ ] = remark or other dose. Unless noted, calls follow the shape of the dose curve; as a rule, active = well fitted curve in the direction sought with a large enough effect; inconclusive = small, poorly fitted or top-dose-only effect, or another doubt; inactive = no such curve, though single readings can be large; an effect the other way counts as inactive or inconclusive. These rows are one share of the data. The share of hits here may be higher or lower than overall.

SMILES	NPC1 promoter act	RORgamma inh	Rab9 prom act	MBNL1 CUG block	VP16 counter	FLuc counter	Mito fusion yeast	KCNH2 3.1 inh	PKM2 act	Menin-MLL TR inh	ELG1 DNA repair
C=CCNC(=O)c1cnc(-c2ccccc2)nc1-c1ccccc1	0%	-20%	-4%	-14%	3%	0%	-16%	-4	.	-24%	2%
C#CCNC(=O)c1cccn1-c1ncc(C(F)(F)F)cc1Cl	-3%	-14%	1%	-3%	-4%	-3%	-2%	-5	.	-3%	-6%
COc1ccc(-c2cc(C(=O)N3CC4(C)CC3CC(C)(C)C4)no2)cc1OC (stereo unspecified)	-4%	25%	2%	-12%	-20%	0%	-5%	-33	0%	?	?
CCCc1n[nH]c(=S)n1Cc1ccco1	0%	2%	1%	-10%	2%	4%	-15%	-1	21%	.	-3%
CC(=O)Nc1ccc(/C(C)=N/NC(=O)C2CC2c2ccccc2)cc1 (stereo unspecified)	-1%	7%	0%	11%	0%	1%	0%	-10	6%	0%	-3%
COc1cc(NC(=O)c2ccc(N3CC4CC(C3)c3cccc(=O)n3C4)c(NC(=O)c3ccncc3)c2)cc(OC)c1OC (stereo unspecified)	-2%	-1%	-5%	-1%	11%	2%	-4%	-3	17%	-7%	2%
COc1cc(/C=N/NC(=O)CCn2nc(C)cc2C)ccc1O	-1%	11%	12%	7%	0%	4%	-11%	9	-1%	.	-1%
CCc1nnc(NC(=O)CSc2nnc(-c3ccoc3C)n2-c2ccc(C)cc2)s1	6%	5%	-3%	-1%	18%	2%	-1%	0	?	-19%	4%
COc1ccc(Cc2nnc(Nc3ccccc3OC)[nH]c2=O)cc1	0%	13%	-4%	2%	-7%	3%	18%	0	0%	0%	-2%
CCC1CN(C(=O)N2CCC(C(=O)NCc3ccc(F)cc3)CC2)c2ccccc2O1 (stereo unspecified)	2%	11%	6%	2%	4%	0%	3%	1	.	.	-14%
O=C(O)c1ccc(NS(=O)(=O)c2ccc3c(c2)OCCCO3)cc1	-5%	-18%	-4%	-14%	4%	-19%	7%	-8	-4%	-2%	2%
O=C(CSc1n[nH]c(=O)n1C1CC1)NCc1ccccc1Cl	-1%	-16%	2%	0%	-6%	-6%	0%	6	?	3%	12%
CCn1c(/C=C/c2ccc([N+](=O)[O-])o2)nc2ccccc2c1=O	-35%[inhibitor]	7.9µM*	-45%[inhibitor]	?	11µM*	2%	-17%	10	2%	14%	16µM*
N#C/C(=C\c1ccccc1)C(=O)Nc1cc(S(=O)(=O)N2CCOCC2)ccc1N1CCCC1	-1%	?	1%	0%	-12%	2%	-4%	6	0%	-11%	?
Cc1ccc(-n2c(N)c(C(=O)NCc3cccnc3)sc2=S)cc1	-6%	12%	0%	?	-7%	0%	-2%	8	-1%	16%	10%
CCOC(=O)C1CCC(CNCc2ccccc2C)CC1 (stereo unspecified)	-3%	-6%	-7%	-14%	-1%	1%	2%	7	-6%	-14%	1%
COc1ccc(C2(c3ccc(OC)cc3)NC(=O)N(Cn3nnc4ccccc4c3=O)C2=O)cc1	-4%	31%	-8%	0%	-3%	4%	1%	-30	-2%	5%	?
CC(C)(C)OC(=O)N1CCC[C@H]1C(=O)N/N=C/c1cccc2nccnc12	-5%	-5%	0%	.	-10%	17µM*	2%	-7	-8%	.	-3%
CCOC(=O)C(NC(=O)Nc1ccc(F)cc1F)(Oc1ccccc1)C(F)(F)F (stereo unspecified)	0%	-1%	6%	-24%	-7%	1%	3%	?	-19%	1%	0%
Cn1c(=O)[nH]c(=O)c2c1nc(NC1CCCCC1)n2CCO	1%	-5%	1%	-1%	-3%	-1%	5%	-8	-6%	.	6%
CCNC(=O)NCCc1c[nH]c2ccc(Cl)cc12	13%	14%	11%	-11%	12%	?	-1%	1	-7%	16%	0%
N#Cc1c(N)nc2c3c(sc(=N)c2c1N)NC(=O)CC3c1ccccc1 (stereo unspecified)	-3%	-33%	-7%	?	0%[0.365 µM]	2%	-2%	4	3%	22µM*	-5%
CCc1ccc(C(=O)NCc2cccs2)s1	23%	?	?	-9%	6%	0%[2.3 µM]	-1%	-11	3%	19%	?
COc1ccc(NC(=S)N2CCN(Cc3cccc(F)c3)CC2)c(OC)c1	-5%	?	1%	2%	-8%	-1%	-10%	8	-2%	7%	-2%
COc1ccc(C(=O)NC2CCN(C(=S)Nc3cc(C)ccc3C)CC2)cc1	-1%	11%	-1%	?	-5%	7%	-3%	-5	7%	39%[activator]	8%
Nc1nc(Nc2cccc(Cl)c2)n[nH]1	1%	-66%	0%	2%	?	-8%	-2%	-4	9%	.	14%
Cc1cc(COc2ccccc2O)on1	11%	36%	-2%	1%	5%	3%	1%	2	3%	-2%	12%
Cn1nc(C(=O)N2CCN(S(=O)(=O)c3ccccc3)CC2)c2ccccc2c1=O	-2%	1%	7%	-11%	-2%	3%	1%	-30	-1%	-4%	-6%
Cc1nc(N2CCN(Cc3ccccc3)CC2)[nH]c(=O)c1C	1%	-11%	-3%	1%	-2%	-1%	-4%	-6	-11%	2%	5%
CC(C)(C)c1ccc(-n2ncc3c2CCCC3NC(=O)CN2CCOC2=O)cc1 (stereo unspecified)	-1%	-3%	-14%	2%	13µM*	?	9%	4	-9%	.	-3%
O=C(CN1CCN(S(=O)(=O)c2ccc(Br)cc2)CC1)N/N=C/c1cc([N+](=O)[O-])ccc1Cl	-1%	10%	0%	.	-8%	2%	0%	-30	2%	8%	?
Cc1[nH]c2ccc(-c3n[nH]c(=S)n3-c3ccccc3)cc2c1C	1%	7.9µM*	-8%	23%	?	-12%	-5%	-7	-5%	12%	14%
COc1ccc(C(C#N)N2N=C(C)CC2c2ccccc2)cc1 (stereo unspecified)	-1%	-2%	1%	2%	-14%	4%	-7%	-5	.	0%	-2%
Cc1ccc(Oc2nc(-c3cccnc3)nc3ccccc23)c([N+](=O)[O-])n1	-4%	-2%	-7%	6%	5%	-1%	-2%	9	2%	15%	-17%
O=C(O)c1ccc(N2C(=O)CC(SC(=Nc3ccccc3)Nc3ccccc3)C2=O)cc1 (stereo unspecified)	2%	5%	2%	1%[11.5 µM]	0%	1%	-8%	8	-4%	1%	1%
COc1ccc(C(=O)N(CN2CCCC2=O)c2ccccc2OC)cc1OC	1%	-20%	3%	-4%	-6%	1%	5%	3	-5%	-9%	4%
CCN(CC)c1ccc(NC(=O)COC(=O)CSc2ccc(Br)cc2C)cc1	-3%	-7%	-11%	-23%	-1%	-18%	12%	8	-12%	0%	9%
Cc1cc(NC(=O)CCSc2nc(-c3ccco3)cc(C(F)(F)F)n2)no1	1%	-8%	-6%	-1%	?	-2%	-5%	5	3%	.	-4%
C=CCSc1nnc(NC(=O)CN2C(=O)NC3(CCCC3)C2=O)s1	4%	-17%	3%	-4%	-14%	0%	5%	-1	0%	.	4%
COc1c(F)c(F)c(C(=O)Nc2ccc(NC(=O)Cc3ccccc3)cc2)c(F)c1F	-11%	-13%	-6%	-10%	1%	3%	-3%	-3	1%	?	-4%
CCOc1c(Br)cc(C2NC(=O)CCC2[N+](=O)[O-])cc1OC (stereo unspecified)	0%	9%	-1%	2%	12%	-2%	0%	1	.	17%	-6%
CC(C)Oc1ccc(/C(O)=C2/C(=O)C(=O)N(CCN3CCNCC3)C2c2cccc([N+](=O)[O-])c2)cc1 (stereo unspecified)	-10%	-19%	-6%	?	-14%	6%	2%	3	1%	8%	1%
COc1ccc(NC(=O)c2cc(OC)c(OC)c(OC)c2)cn1	-4%	1%	-5%	1%	7%	4%	2%	3	0%	9%	12%
Cc1ccc(S(=O)(=O)N(C)C)cc1NC(=O)COC(=O)c1ccc2c(c1)NC(=O)CS2	-3%	25%	-9%	3%	21%	0%	1%	16	-33%	.	?
